T cruzi intra: inhibitors of intracellular Trypanosoma cruzi; intracellular Trypanosoma cruzi in host cells, plate reader; actives 4.9% (n = 22,000); AID 651903; activity score (inhibition), % at 5.01 µM; in the data active = activity score above about 55%; inconclusive = no clear call, values can overlap the other calls;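 also: parasites and compound incubated about four days before reading; 0% = median of neutral control wells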
INS-1E rescue: rescue of cytokine-induced death in INS-1E beta cells | protection from cytokine-induced ATP loss, % at 10 µM | actives 0.1% (n = 20,000) | AID 488910 | INS-1E cytokine-induced death, ATP luminescence, 48 h; normalised: neutral wells 0, positive control 100;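 active = mean replicate protection from cytokine-induced ATP loss at least 50% and at least 75% of replicates each reaching 50%; inconclusive = meets only one of the two criteria, mean or replicate share; inactive = fails both the mean and replicate share criteria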
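Material: INS-1E rat cells; Quantity: 8000 cells/well; Buffer or medium: phenol-red-free RPMI with 5% fetal bovine serum; Probe or stimulus: cytokine cocktail of IFN-γ, TNF-α and IL-1β; Compound dosing: single test concentration per compound, delivered by pin transfer; Incubation: 48 h co-treatment, 10 min post-lysis read; Signal: CellTiter-Glo luminescence.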
* marks the source's active call; other numbers are inactive results.

Results for COc1ccc(S(=O)(=O)Nc2cccc3c2O[C@H](CN(C)C(=O)Nc2ccc(F)cc2)[C@@H](C)CN([C@H](C)CO)C3=O)cc1 ?
T cruzi intra: 6; INS-1E rescue: -2

How did C[C@@H]1CCCCO[C@H](CN(C)Cc2ccc(C(=O)Nc3ccccc3N)cc2)[C@@H](C)CN([C@H](C)CO)C(=O)c2cc(NS(=O)(=O)c3cn(C)cn3)ccc2O1 do in these assays?
T cruzi intra: -33; INS-1E rescue: -22

Results for COc1ccc(S(=O)(=O)N(C)C[C@@H]2OCCCC[C@@H](C)Oc3ccc(NC(=O)c4ccncc4)cc3C(=O)N([C@H](C)CO)C[C@@H]2C)cc1 ?
T cruzi intra: -24; INS-1E rescue: 6

How did COc1ccc(S(=O)(=O)Nc2ccc3c(c2)CC(=O)N([C@H](C)CO)C[C@H](C)[C@H](CN(C)Cc2ccc(-c4ccccc4)cc2)O3)cc1 do in these assays?
T cruzi intra: 25; INS-1E rescue: -28

How did C[C@@H]1CN([C@@H](C)CO)C(=O)c2cc(NC(=O)Nc3ccc(F)cc3)ccc2O[C@@H]1CN(C)Cc1ccc(C(=O)O)cc1 do in these assays?
T cruzi intra: 8

Results for COc1ccc(S(=O)(=O)Nc2ccc3c(c2)C(=O)N([C@@H](C)CO)C[C@@H](C)[C@H](CN(C)CC2CC2)O3)cc1 ?
T cruzi intra: -3; INS-1E rescue: 6

Results for C[C@@H]1CN([C@H](C)CO)C(=O)Cc2cc(NC(=O)Cc3ccccc3)ccc2O[C@@H]1CN(C)Cc1ccccc1 ?
T cruzi intra: 5; INS-1E rescue: -1

What do the screens show for `C[C@H]1CN([C@@H](C)CO)C(=O)c2cccc(NS(=O)(=O)c3cn(C)cn3)c2O[C@@H]1CN(C)Cc1ccc2c(c1)OCO2`?
T cruzi intra: -19; INS-1E rescue: 2

How did COc1ccc(S(=O)(=O)Nc2cccc3c2O[C@@H](CN(C)C(=O)Nc2c(C)noc2C)[C@@H](C)CN([C@@H](C)CO)C3=O)cc1 do in these assays?
T cruzi intra: -20; INS-1E rescue: 12

What do the screens show for `COc1ccc(CN(C)C[C@@H]2Oc3ccc(NS(=O)(=O)c4ccc(OC)cc4)cc3C(=O)N([C@@H](C)CO)C[C@@H]2C)cc1`?
T cruzi intra: -24; INS-1E rescue: 5

What do the screens show for `C[C@@H]1CN([C@@H](C)CO)C(=O)c2cc(NC(=O)CCN3CCOCC3)ccc2O[C@H]1CN(C)CC1CCCCC1`?
T cruzi intra: -12; INS-1E rescue: 5

How did Cc1ccc(S(=O)(=O)N(C)C[C@H]2Oc3ccc(NC(=O)NC4CCCCC4)cc3CC(=O)N([C@@H](C)CO)C[C@@H]2C)cc1 do in these assays?
T cruzi intra: -4; INS-1E rescue: 11

Results for CNC[C@@H]1Oc2ccc(NC(=O)Nc3cccc4ccccc34)cc2C(=O)N([C@@H](C)CO)C[C@H]1C ?
T cruzi intra: -10; INS-1E rescue: 9

Results for C[C@@H]1CN([C@H](C)CO)C(=O)c2cccc(NC(=O)Nc3ccc4c(c3)OCO4)c2O[C@H]1CN(C)S(=O)(=O)c1ccc(Cl)cc1 ?
T cruzi intra: 15; INS-1E rescue: -3

Results for C[C@H]1CN([C@@H](C)CO)C(=O)c2cc(NC(=O)Cn3cnnn3)ccc2O[C@H]1CN(C)Cc1ccc(C(=O)Nc2ccccc2N)cc1 ?
T cruzi intra: -12; INS-1E rescue: 2

What do the screens show for `C[C@@H]1CN([C@H](C)CO)C(=O)c2cc(NC(=O)Nc3ccccc3)ccc2O[C@@H]1CN(C)C(=O)NC1CCCCC1`?
T cruzi intra: 4; INS-1E rescue: 1

Results for C[C@@H]1CN([C@H](C)CO)C(=O)c2cc(NC(=O)Nc3ccc(C(F)(F)F)cc3)ccc2O[C@@H]1CN(C)S(=O)(=O)c1ccccc1 ?
T cruzi intra: 11; INS-1E rescue: -1

How did C[C@@H]1CN([C@@H](C)CO)C(=O)c2cccc(NC(=O)CCCCCC(=O)Nc3ccccc3N)c2O[C@@H]1CN(C)Cc1ccc(Oc2ccccc2)cc1 do in these assays?
T cruzi intra: 59*; INS-1E rescue: 14

What do the screens show for `Cc1noc(C)c1NC(=O)Nc1ccc2c(c1)C(=O)N([C@H](C)CO)C[C@H](C)[C@H](CN(C)C(=O)NC1CCCCC1)O2`?
T cruzi intra: -12; INS-1E rescue: 2

What do the screens show for `C[C@H](CO)N1C[C@H](C)[C@@H](CN(C)C(=O)Nc2cccc(C(F)(F)F)c2)OCc2cnnn2CCCC1=O`?
T cruzi intra: -25; INS-1E rescue: -6

Results for COc1ccc(NC(=O)N(C)C[C@H]2Oc3c(cccc3N(C)C)C(=O)N([C@H](C)CO)C[C@@H]2C)cc1 ?
T cruzi intra: -19; INS-1E rescue: 11

What do the screens show for `C[C@@H]1CN([C@H](C)CO)C(=O)c2cccc(NC(=O)Nc3ccccc3)c2O[C@H]1CN(C)Cc1ccc(Cl)c(Cl)c1`?
T cruzi intra: inconclusive; INS-1E rescue: -31

What do the screens show for `C[C@@H]1CN([C@@H](C)CO)C(=O)c2cccc(N(C)C)c2O[C@@H]1CN(C)CC1CC1`?
T cruzi intra: 30; INS-1E rescue: 1

What do the screens show for `C[C@H]1CN([C@@H](C)CO)C(=O)CCCn2nncc2CO[C@H]1CN(C)S(=O)(=O)c1cccs1`?
T cruzi intra: 5

What do the screens show for `C[C@H](CO)N1C[C@H](C)[C@H](CN(C)C)Oc2ccc(NC(=O)CCN3CCOCC3)cc2C1=O`?
T cruzi intra: -28

Results for COc1ccc(NC(=O)N(C)C[C@@H]2Oc3ccc(NS(=O)(=O)c4cn(C)cn4)cc3CC(=O)N([C@H](C)CO)C[C@@H]2C)cc1 ?
T cruzi intra: -3; INS-1E rescue: 2

Results for Cc1noc(C)c1S(=O)(=O)Nc1cccc2c1O[C@@H](CN(C)Cc1ccc(C(F)(F)F)cc1)[C@@H](C)CN([C@H](C)CO)C2=O ?
T cruzi intra: -17; INS-1E rescue: -4

How did C[C@H](CO)N1C[C@H](C)[C@H](CN(C)C(=O)Nc2ccccc2)Oc2ccc(NC(=O)Nc3ccc4c(c3)OCO4)cc2C1=O do in these assays?
T cruzi intra: -18; INS-1E rescue: 7

What do the screens show for `C[C@H]1CN([C@@H](C)CO)C(=O)CCCn2cc(nn2)CO[C@H]1CN(C)Cc1ccc2c(c1)OCCN2C`?
T cruzi intra: -16; INS-1E rescue: 6

How did C[C@@H]1CN([C@@H](C)CO)C(=O)Cc2cc(NC(=O)C3CCCCC3)ccc2O[C@@H]1CN(C)Cc1ccc2c(c1)OCO2 do in these assays?
T cruzi intra: 3; INS-1E rescue: -1

What do the screens show for `CNC[C@@H]1Oc2c(NC(=O)c3nc4ccccc4s3)cccc2C(=O)N([C@@H](C)CO)C[C@@H]1C`?
T cruzi intra: 27; INS-1E rescue: -10

Results for C[C@H](CO)N1C[C@H](C)[C@@H](CN(C)Cc2ccc(Cl)c(Cl)c2)Oc2ccc(NS(=O)(=O)c3ccc(Cl)cc3)cc2C1=O ?
T cruzi intra: 64*; INS-1E rescue: -6

Results for Cc1ccc(S(=O)(=O)Nc2ccc3c(c2)CC(=O)N([C@H](C)CO)C[C@@H](C)[C@@H](CN(C)Cc2ccc(-c4ccccc4)cc2)O3)cc1 ?
T cruzi intra: 23; INS-1E rescue: -4

Results for COc1ccc(NC(=O)N(C)C[C@H]2Oc3ccc(NC(=O)Nc4ccc(C(F)(F)F)cc4)cc3CC(=O)N([C@H](C)CO)C[C@H]2C)cc1 ?
T cruzi intra: -10; INS-1E rescue: 8

What do the screens show for `Cc1noc(C)c1NC(=O)Nc1cccc2c1O[C@H](CN(C)C(=O)NC(C)C)[C@@H](C)CN([C@@H](C)CO)C2=O`?
T cruzi intra: -26; INS-1E rescue: 11

Results for Cc1noc(C)c1S(=O)(=O)Nc1ccc2c(c1)C(=O)N([C@H](C)CO)C[C@H](C)[C@@H](CN(C)C(=O)Nc1ccc(F)cc1)OCCCC[C@@H](C)O2 ?
T cruzi intra: 4; INS-1E rescue: -1

What do the screens show for `COc1ccc(S(=O)(=O)Nc2ccc3c(c2)C(=O)N([C@H](C)CO)C[C@H](C)[C@H](CN(C)C(=O)CCC(F)(F)F)OCCCC[C@@H](C)O3)cc1`?
T cruzi intra: -32; INS-1E rescue: 13

What do the screens show for `C[C@@H]1CN([C@H](C)CO)C(=O)c2cc(NC(=O)c3ccncc3)ccc2O[C@@H]1CN(C)C`?
T cruzi intra: 11; INS-1E rescue: -5

Results for C[C@H]1CN([C@@H](C)CO)C(=O)Cc2cc(NC(=O)Nc3ccc4c(c3)OCO4)ccc2O[C@H]1CN(C)Cc1ccc(C(=O)Nc2ccccc2N)cc1 ?
T cruzi intra: 63*; INS-1E rescue: 10

How did C[C@@H]1CN([C@H](C)CO)C(=O)c2cc(NC(=O)C3CCCCC3)ccc2O[C@@H]1CN(C)S(=O)(=O)c1ccc(Cl)cc1 do in these assays?
T cruzi intra: 22; INS-1E rescue: -13

Copied from the entries so far, two compounds:
Results for COc1ccc(NC(=O)N(C)C[C@H]2Oc3c(cccc3N(C)C)C(=O)N([C@H](C)CO)C[C@@H]2C)cc1 ?
T cruzi intra: -19; INS-1E rescue: 11

What do the screens show for `C[C@@H]1CN([C@H](C)CO)C(=O)c2cccc(NC(=O)Nc3ccccc3)c2O[C@H]1CN(C)Cc1ccc(Cl)c(Cl)c1`?
T cruzi intra: inconclusive; INS-1E rescue: -31

Arranged by length of the SMILES (lowest first): some entries from above
What do the screens show for `C[C@@H]1CN([C@@H](C)CO)C(=O)c2cccc(N(C)C)c2O[C@@H]1CN(C)CC1CC1`?
T cruzi intra: 30; INS-1E rescue: 1

Results for COc1ccc(NC(=O)N(C)C[C@H]2Oc3c(cccc3N(C)C)C(=O)N([C@H](C)CO)C[C@@H]2C)cc1 ?
T cruzi intra: -19; INS-1E rescue: 11

What do the screens show for `C[C@H](CO)N1C[C@H](C)[C@@H](CN(C)C(=O)Nc2cccc(C(F)(F)F)c2)OCc2cnnn2CCCC1=O`?
T cruzi intra: -25; INS-1E rescue: -6

What do the screens show for `C[C@@H]1CN([C@H](C)CO)C(=O)c2cccc(NC(=O)Nc3ccccc3)c2O[C@H]1CN(C)Cc1ccc(Cl)c(Cl)c1`?
T cruzi intra: inconclusive; INS-1E rescue: -31

Results for COc1ccc(NC(=O)N(C)C[C@H]2Oc3ccc(NC(=O)Nc4ccc(C(F)(F)F)cc4)cc3CC(=O)N([C@H](C)CO)C[C@H]2C)cc1 ?
T cruzi intra: -10; INS-1E rescue: 8

(more compounds)
What do the screens show for `CC(C)NC(=O)N(C)C[C@H]1Oc2ccc(NS(=O)(=O)c3ccc(Cl)cc3)cc2C(=O)N([C@@H](C)CO)C[C@H]1C`?
T cruzi intra: 1; INS-1E rescue: 5

How did C[C@@H]1CN([C@H](C)CO)C(=O)CCCn2cc(nn2)CO[C@H]1CN(C)C(=O)Nc1cccc2ccccc12 do in these assays?
T cruzi intra: -18

Results for C[C@H](CO)N1C[C@H](C)[C@H](CN(C)C(=O)Nc2ccccc2)Oc2c(NC(=O)Nc3ccc(C(F)(F)F)cc3)cccc2C1=O ?
T cruzi intra: 70*; INS-1E rescue: -82

Results for COc1ccc(NC(=O)Nc2ccc3c(c2)CC(=O)N([C@@H](C)CO)C[C@H](C)[C@H](CN(C)C(=O)Nc2ccc(OC)cc2)O3)cc1 ?
T cruzi intra: -29; INS-1E rescue: 10

How did C[C@H]1CN([C@@H](C)CO)C(=O)c2cc(NC(=O)Nc3ccc(C(F)(F)F)cc3)ccc2O[C@@H]1CN(C)Cc1ccncc1 do in these assays?
T cruzi intra: 19; INS-1E rescue: -8

How did C[C@H](CO)N1C[C@H](C)[C@H](CN(C)Cc2ccncc2)Oc2ccc(NS(=O)(=O)c3ccc(Cl)cc3)cc2C1=O do in these assays?
T cruzi intra: -2; INS-1E rescue: -17

What do the screens show for `C[C@@H]1CN([C@H](C)CO)C(=O)Cc2cc(NC(=O)Nc3cccc4ccccc34)ccc2O[C@@H]1CN(C)S(=O)(=O)c1cn(C)cn1`?
T cruzi intra: -1; INS-1E rescue: 2

Results for C[C@@H]1CN([C@@H](C)CO)C(=O)Cc2cc(NC(=O)CCCCCC(=O)Nc3ccccc3N)ccc2O[C@@H]1CN(C)C(=O)Nc1cccc2ccccc12 ?
T cruzi intra: -59; INS-1E rescue: -6

How did C[C@@H]1CN([C@@H](C)CO)C(=O)c2cc(NC(=O)C3CCCCC3)ccc2O[C@H]1CN(C)C(=O)NC1CCCCC1 do in these assays?
T cruzi intra: -4; INS-1E rescue: 0

Results for Cc1ccc(S(=O)(=O)Nc2ccc3c(c2)CC(=O)N([C@H](C)CO)C[C@@H](C)[C@H](CN(C)S(=O)(=O)c2c(C)noc2C)O3)cc1 ?
T cruzi intra: -20; INS-1E rescue: 4

Results for Cc1ccc(S(=O)(=O)N(C)C[C@H]2Oc3c(NC(=O)NC(C)C)cccc3C(=O)N([C@@H](C)CO)C[C@@H]2C)cc1 ?
T cruzi intra: -19; INS-1E rescue: 0

Results for C[C@@H]1CCCCO[C@@H](CN(C)C(=O)Nc2ccc(C(F)(F)F)cc2)[C@@H](C)CN([C@H](C)CO)C(=O)c2cc(NC(=O)c3ccncc3)ccc2O1 ?
T cruzi intra: -24; INS-1E rescue: -2

What do the screens show for `CC(C)NC(=O)Nc1cccc2c1O[C@H](CN(C)Cc1ccc(-c3ccccc3)cc1)[C@@H](C)CN([C@H](C)CO)C2=O`?
T cruzi intra: 2; INS-1E rescue: -20

From PubChem BioAssay

A portion of the library; rates above refer to the full screens.
